Screens from PubChem.
Lipid storage S3: qHTS Assay for Lipid Storage Modulators in Drosophila S3 Cells | Drosophila S3 cells, BODIPY lipid droplet fluorescence, 18-24 h; cells fed with added oleic acid | Potency in µM for hits, for the others lipid storage change, negative = inhibition, % at the top dose, mostly 46.1 µM | 320,000 tested, 0.64% active; active means well fitted inhibition curve with a large enough effect in the signal ratio, with a control signal flat, not every such curve was filed as active; inconclusive means small, poorly fitted or top-dose-only effect, or effect the other way, or a change in a side signal; the % refers to the signal ratio
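Laser-scanning cytometry quantifies lipid droplet accumulation (500–530 nm total intensity; droplet/cell object ratio) in oleic acid-fed (400 uM added) Drosophila S3 cells treated with a concentration series. 20 uM Triacsin C defined 100% inhibition.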
Lipid storage S3 cell count max: second read-out of Lipid storage S3, no call of its own (marks repeat the call); cell number change, %; measured here: cell count max response;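 cells counted by Cell Tracker Red CMTPX staining in the red channel; peak over a dose series mostly up to 46.1 µM; percent activity relative to internal control wells on each plate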
Starred values were filed as active, the others as inactive; i = inactive; ? = inconclusive; nt = no result given; [ ] = remark or other dose. On the % scale 0 is the no-effect control and ±100 the full control effect; potency means the concentration at half of the fitted maximal effect.

no.	smiles	Lipid storage S3	Lipid storage S3 cell count max
1	CC[C@@]1(c2ccccc2OC)ON(c2ccccc2C(F)(F)F)C1=O	?	nt
2	O=S(=O)(/N=C(/Nc1cc(N2CCOCC2)ncn1)c1ccc(F)cc1)c1ccccc1	i	15
3	CCOC(=O)C(CCCP(=O)(c1ccccc1)c1ccccc1)(NC(C)=O)C(=O)OCC	-4%	0
4	C(=C\c1nc(-c2ccncc2)no1)/c1ccccc1	5%	7
5	COc1cc(C2C(C(=O)c3ccco3)=C(O)C(=O)N2c2cc(C)on2)cc(Br)c1O (stereo not given)	?	nt
6	O=C(CC1SC(=Nc2ccccc2)N(CCCO)C1=O)Nc1ccc(Cl)cc1 (stereo not given)	?	nt
7	Cc1ccc(S(=O)(=O)Cn2nnnc2C(C(C)C)N2CCC(C(N)=O)CC2)cc1 (stereo not given)	-3%	nt
8	COC(=O)c1ccc(N2C(=O)CC(N(C)Cc3ccccc3)C2=O)cc1 (stereo not given)	i	8
9	COCCn1cnc2c1c(=O)n(CC(=O)c1ccc3c(c1)OCCO3)c(=O)n2Cc1ccccc1	18%	9
10	COc1ccc(C)cc1NC(=O)CN(c1ccccc1F)S(C)(=O)=O	?	nt
11	COC(=O)c1cc(C(=O)OC)n(Cc2ccc(Br)cc2)n1	?	nt
12	Cn1c(=O)c2c(SCC(=O)N3CCOCC3)nc(C3CCCCC3)nc2n(C)c1=O	-13%[9.22 µM]	-13
13	CCNC(=S)N1CCn2c(nc3ccccc32)C1	?	nt
14	CCCCn1c(N)c(N(CCOC)C(=O)COC(=O)C(C)Oc2ccc(Cl)cc2)c(=O)[nH]c1=O (stereo not given)	?	nt
15	CN(Cc1cn(C)nc1-c1ccccc1F)CC1CCN(Cc2ccccc2)CC1	?	nt
16	N#C/C(=C\c1cccc(Br)c1)C(=O)N1CCCCC1	?	nt
17	Cc1ccc2[nH]c3c(Cl)ncnc3c2c1	?	nt
18	COc1ccc(N2C(=O)CCC2(C#N)c2ccc(Br)cc2)cc1 (stereo not given)	?	nt
19	COc1ccc(/C=C/C(=O)N(C)C2(C)CCS(=O)(=O)C2)cc1 (stereo not given)	14%	13
20	O=C(Nn1cc(C(=O)Nc2ccccc2F)c2ccccc2c1=O)c1cnccn1	?	nt
21	O=C(CSc1nnc(-c2ccncc2)n1Cc1ccco1)Nc1cccc(O)c1	15%	18
22	O=C(Cc1ccccc1)NCCSCc1ccccc1	?	nt
23	Cc1ccc2c(CN3CCN(S(=O)(=O)c4ccccc4C(F)(F)F)CC3)cc(=O)oc2c1C	?	nt
24	CC(C)OC(=O)CSc1nc2c(cc1C#N)CCCCC2	-3%	nt
25	O=C(N/N=C/c1ccc2cccc(OCc3ccccc3)c2n1)c1ccc(Br)cc1	-31%	7
26	O=C(Oc1cccc2cccnc12)c1ccc2c(c1)OCCO2	5%	11
27	O=C(CN(c1ccc(F)cc1)S(=O)(=O)c1ccc2c(c1)OCCO2)Nc1ccccc1	?	nt
28	COc1ccc(C(=O)Nn2cnc3scc(-c4cccs4)c3c2=O)c(O)c1	?	nt
29	CCCCc1nnc2c(N(C)S(=O)(=O)c3ccc(C)cc3)nc3ccccc3n12	-17%	6
30	OCCOCCN1CCN(C(=S)Nc2ccccc2)CC1	8%	11

Reprinted from the part before: 5 entries, then new ones.
no.	smiles	Lipid storage S3	Lipid storage S3 cell count max
26	O=C(Oc1cccc2cccnc12)c1ccc2c(c1)OCCO2	5%	11
27	O=C(CN(c1ccc(F)cc1)S(=O)(=O)c1ccc2c(c1)OCCO2)Nc1ccccc1	?	nt
28	COc1ccc(C(=O)Nn2cnc3scc(-c4cccs4)c3c2=O)c(O)c1	?	nt
29	CCCCc1nnc2c(N(C)S(=O)(=O)c3ccc(C)cc3)nc3ccccc3n12	-17%	6
30	OCCOCCN1CCN(C(=S)Nc2ccccc2)CC1	8%	11
31	CCOC(=O)C1CCN(C(=O)c2ccc(S(=O)(=O)Nc3ccccc3Cl)cc2)CC1	?	nt
32	COc1ccc(OCC(=O)N2CCc3ccccc3C2)cc1	?	nt
33	Cc1sc2ncn(CC(=O)Nc3ccccc3F)c(=O)c2c1-c1ccccc1	?	nt
34	O=C1CC(c2ccccc2)CN1C(=O)c1cccc([N+](=O)[O-])c1 (stereo not given)	?	nt
35	CCOc1cc(NC(=S)NCCCN2CCOCC2)c(OCC)cc1NC(=O)c1cccs1	2%	2
36	O=C(c1cc(=O)c2cc(Cl)ccc2o1)N1CCN(Cc2ccccc2)CC1	12%	11
37	Nc1ccc2nc(COc3ccccc3)[nH]c2c1	?	nt
38	COc1ccc([C@@H]2OC2(C(N)=O)C(N)=O)cc1	?	nt
39	CCOc1ccc(-c2cc(C(=O)N/N=C(\C)c3cccnc3)c3ccccc3n2)c(OCC)c1	?	nt
40	COc1ccccc1NC(=O)c1ccccc1NC(=O)c1ccccn1	?	nt
41	Cc1c(C(=O)NCc2ccccc2)oc2c1C(=O)CCC2	11%	nt
42	CCN(CC)C(=O)CSc1nnc(-c2cccnc2)n1Cc1ccccc1	i	nt
43	Cc1ccc(S(=O)(=O)NC(=O)Nc2ccc(N(C)C)cc2)cc1	?	nt
44	COc1ccc(C(=O)Nn2c(SCc3cccc([N+](=O)[O-])c3)nc3ccccc3c2=O)cc1	?	nt
45	CCn1c(COc2ccc3c(c2)OCO3)nnc1SCC(=O)c1ccc(Cl)cc1	?	nt
46	O=C(Nc1cc(S(=O)(=O)N2CCOCC2)ccc1N1CCCCC1)c1ccc(Cl)cc1	17%	-6
47	CC1(C)OC(=O)C(=CNC(Cc2c[nH]c3ccccc23)C(=O)O)C(=O)O1 (stereo not given)	12%	1
48	CN(C)CC(C)(C)CNC(=S)NCc1ccc2c(c1)OCO2	?	nt
49	O=C(c1cccc(S(=O)(=O)N2CCOCC2)c1)N1CCN(S(=O)(=O)c2cccs2)CC1	?	nt
50	CCOc1ccc(/C(O)=C2/C(=O)C(=O)N(CCCN3CCOCC3)C2c2ccc(C)cc2)cc1C (stereo not given)	i	40
51	O=C1NC[C@H](c2ccccc2)N(CCC23CC4CC(CC(C4)C2)C3)C1=O	11%	18
52	Cc1onc(-c2c(Cl)cccc2Cl)c1C(=O)NC1CCCCC1	?	nt
53	COc1ccc(CNS(=O)(=O)NCc2ccccc2)cc1OC	?	nt
54	O=C(O)C1CCCN1C1=NS(=O)(=O)c2ccccc21 (stereo not given)	?	nt
55	CCOc1ccc(-c2cnc3n2CCC3)cc1	1%	10
56	COCCn1c(C)cc(O)c(C(=O)Nc2cccc(Cl)c2)c1=O	?	nt
57	O=C(O)c1cc(S(=O)(=O)Nc2ccccc2C(=O)O)ccc1O	-1%	-15
58	Cc1ccc(Sc2ncnc3onc(C)c23)cc1	?	nt
59	CCCC(C(=O)Nc1ccc(S(=O)(=O)N2CCOCC2)cc1)c1ccccc1 (stereo not given)	?	nt
60	CCN(CC)S(=O)(=O)c1cccc(C(=O)N[C@H](C(=O)OCC(=O)NC(=O)NC)C(C)C)c1	-3%	10

Part of the list above, with values ahead of the structure:
cpd	Lipid storage S3	Lipid storage S3 cell count max	canonical_smiles
30	8%	11	OCCOCCN1CCN(C(=S)Nc2ccccc2)CC1
31	?	nt	CCOC(=O)C1CCN(C(=O)c2ccc(S(=O)(=O)Nc3ccccc3Cl)cc2)CC1

Carrying on:
no.	smiles	Lipid storage S3	Lipid storage S3 cell count max
61	Cc1cc(C(F)(F)F)nn1CC(=O)NCC1CCCO1 (stereo not given)	-11%	9
62	COc1ccc(-c2nc3ccccc3c(=O)n2CCN2CCOCC2)cc1	-10%	7
63	CN1CC(c2ccccc2)C2(SC(=S)N(Cc3ccco3)C2=O)C12C(=O)Nc1ccccc12 (stereo not given)	i	-9
64	Cc1ccc(OCCn2c(CCNC(=O)C(C)C)nc3ccccc32)cc1	-14%	0
65	O=[N+]([O-])c1cc(NS(=O)(=O)c2ccc(Cl)nc2)ccc1Cl	?	nt
66	CCc1ccc(C2C(C(C)=O)=C(C(=O)OC)Nc3nnnn32)cc1 (stereo not given)	5%	5
67	Cc1ccc(-c2nnc(N3CCN(c4ccccn4)CC3)c3ccccc23)cc1	?	nt
68	CCSc1nc2c(c(=O)[nH]c(=O)n2C)n1CC(O)COc1ccccc1 (stereo not given)	i	nt
69	NC(=O)C1CCN(c2nc(-c3ccc4ccccc4c3)cs2)CC1	?	nt
70	COc1cc(C(=O)NNC(=O)c2ccc3ccccc3n2)cc(OC)c1OC	?	nt
71	CCN(CC(=O)NCc1ccc(F)cc1)C(=O)CN1CCN(c2ccccc2OC)CC1	?	nt
72	Cc1ccc(/C([O-])=C(/C(=S)NCc2ccccc2)[n+]2cccc(CO)c2)cc1[N+](=O)[O-]	?	nt
73	O=C(NCCCCCCNC(=O)c1ccncc1)c1ccncc1	4%	-2
74	CCC(=O)Nc1sc2c(c1C(N)=O)CCC2	9%	-16
75	CCN1CCN(CC2CC3C=CC2C3)CC1 (stereo not given)	?	nt
76	COc1ccc(C2=NOC(C(=O)NCc3ccccn3)C2)cc1 (stereo not given)	?	nt
77	O=C(COC(=O)CCNS(=O)(=O)c1ccccc1)NC(=O)c1ccccc1	-11%	-15
78	CCCCc1cc(=O)oc2cc(O)cc(O)c12	-13%	-16
79	C=C(C)COc1ccc2c3c(c(=O)oc2c1OCC(=C)C)CCC3	?	nt
80	Cc1ccccc1OCC(=O)NNC(=O)c1ccoc1C	?	nt
81	COc1cccc(CNC(=O)CCSCc2ccccc2F)c1	1%	-14
82	COc1ccc(CCN2C(=O)CC(NCc3ccc4c(c3)OCO4)C2=O)cc1OC (stereo not given)	0%	12
83	CN(CC(=O)OCC(=O)Nc1ccccc1)S(=O)(=O)c1ccc(Cl)cc1	?	nt
84	COc1ncccc1C(=O)NC1CCCc2c1cnn2-c1cc(C)cc(C)c1 (stereo not given)	?	nt
85	N=C1C(=O)OCC1c1ccccc1NC(=O)CN1CCCCC1 (stereo not given)	2%	-13
86	CCOc1ccccc1CN1CCN(C/C=C/c2ccc(OC)cc2)CC1CCO (stereo not given)	4%	-2
87	Cn1c(-c2ccccc2)c(C=O)c2ccccc21	10%	0
88	CCc1cc2c(-c3ccccc3)cc(=O)oc2cc1OC(C)C(=O)O (stereo not given)	?	nt
89	CCOC(=O)C1CCCN(C(=S)Nc2ccc(OC)cc2)C1 (stereo not given)	?	nt
90	CCS(=O)(=O)N1CCC(C(=O)Nc2ccccc2OC)CC1	13%	6

(more compounds)
no.	smiles	Lipid storage S3	Lipid storage S3 cell count max
91	CN(C)CCN1C(=O)C(=O)/C(=C(/O)c2ccc(OCc3ccccc3)cc2)C1c1ccncc1 (stereo not given)	?	nt
92	CCc1ccc(C(=O)Nn2c(C)nc3ccccc3c2=O)cc1	0%	-3
93	CCOC(=O)c1c(NC(=O)Cc2ccccc2)sc2c1CCN(CC)C2	-22%	-1
94	COc1ccc(NC(=S)N(CCC(C)C)C2CCN(C(C)=O)CC2)cc1	?	nt
95	COc1ccc(C(=O)NC(C)c2nc3ccccc3n2C)cc1OC (stereo not given)	i	nt
96	O=C(/C=C/c1ccc(S(=O)(=O)N2CCOCC2)cc1)NCCCn1ccnc1	3%	11
97	O=C(NC(=O)N1CCN(c2cccc(Cl)c2)CC1)c1ccc(Cl)cc1	-27%	2
98	CCc1cccc2c1NC(=O)C2(O)N1CCCC(C)C1 (stereo not given)	?	nt
99	Cc1ccc(NC(=O)CNC(=O)c2ccc(Br)o2)nc1	-6%	nt
100	COc1ccc(-n2c(Cc3cccn3C)nnc2SCC(=O)Nc2ccc(C)cc2)cc1	29%	5
101	Cc1c(C)n2c(SCC(=O)Nc3ccc4c(c3)OCCO4)nnc2[nH]c1=O	?	nt
102	Cc1cc(C(=O)N/N=C/c2cccc(OC(=O)c3ccco3)c2)n[nH]1	1%	-6
103	O=C(CNC(=O)N1CC(=O)Nc2ccccc21)NCc1ccccc1	?	nt
104	Cc1ccc(O)c(C(=O)c2cnc3c(c2)COc2ccccc2-3)c1	?	nt
105	CCOC(=O)c1c(C)[nH]c(N=Nc2cccc(C)c2)c1C	?	nt
106	CS(=O)(=O)N1CCN(c2ccc(NC(=O)c3ccc(Br)o3)cc2)CC1	?	nt
107	COc1ccc(C(=O)N2N=C(c3cccs3)CC2c2ccccc2O)cc1 (stereo not given)	?	nt
108	COc1ccccc1/C=C/C=N/n1c(-c2ccncc2)n[nH]c1=S	?	nt
109	COc1ccc(CCNC(=O)CNC(=O)c2ccccc2Br)cc1OC	-68%	19
110	Cc1cc(C)c2nc(N3CCCC3)c(C#N)cc2c1	?	nt
111	Cc1cnnc2c1-c1no[n+]([O-])c1CC2	-2%	-17
112	COc1ccc(/C=N\NC(=O)c2ccccc2F)cc1COc1ccc(F)cc1	-17%	3
113	O=C(COC(=O)CN1C(=O)NC2(CCCC2)C1=O)Nc1ccccc1C(F)(F)F	?	nt
114	CCn1cc(C(=O)NCCc2ccccc2)c(=O)c2cc(S(=O)(=O)N(C)C)ccc21	?	nt
115	CCn1c(SCC(=O)Nc2ccccc2-c2ccccc2)nnc1-c1ccoc1C	?	nt
116	COCc1c(C(N)=O)nnn1-c1nonc1N	?	nt
117	CCNC(=O)COC(=O)c1ccc(S(=O)(=O)N2CCCCCC2)cc1	?	nt
118	COc1ccc2c(c1)CCc1c(C(=O)N3CCCC3)noc1-2	11%	5
119	CN(C)S(=O)(=O)N1CCN(C(=O)N(c2ccccc2)c2ccccc2)CC1	?	nt
120	Cc1ccc(Oc2nsnc2N2CCOCC2)cc1	15%	6
121	CC(C)NC(=O)CCn1c(=S)oc2ccccc21	?	nt
122	COc1cc(CNC(=O)OCC(C)C)cc(OC)c1OC	?	nt

These rows are one share of the data. The share of hits here may be higher or lower than overall.
